Screens as filed in PubChem BioAssay.
NCOA2 inhibitor: human SRC2 (NCOA2) inhibition. HEK293 GAL4-SRC2 luciferase reporter, luminescence. AID 651957. inhibition, % at 9 µM. actives 0.17% (n = 370,000). Q15596;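 active = inhibition above the mean inhibition of all tested compounds plus 3 SD, set per campaign, cut at about 52% in these data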;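 note: 0% = DMSO treated cells and 100% = cells given Gossypol at 36 µM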
NOD2-RIPK2 inh: NOD2-RIPK2 protein interaction inhibition; inhibition, % at 4.98 µM; AID 624267; actives 0.38% (n = 360,000); O43353; CHO BLA complementation NOD2-RIPK2, CCF4 ratio; in the data active = inhibition above about 21%;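 note: 0% = vehicle only and 100% = reference blocker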
NCOA3 inh: inhibits human SRC3 coactivator; inhibition, % at 3.6 µM; HEK293 GAL4-SRC3 luciferase reporter, luminescence; actives 0.17% (n = 360,000);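 active = inhibition above a per-campaign cutoff, the mean of all compounds plus 3 SD, cut at about 60% in these data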;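 note: 0% = DMSO-treated cells and 100% = gossypol-treated cells at 36 µM; higher means less SRC3-driven luciferase light from the GAL4 reporter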
C8 TRAIL sens: sensitizes caspase-8 expressing cells to TRAIL. inhibition (viability loss, TRAIL sensitization), % at 10 µM. AID 624354. actives 1% (n = 360,000). NB7+C8 cells + TRAIL, ATPlite viability luminescence;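 active = compounds causing at least 50% loss of cell viability in the single-dose screen, relative to plate controls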
COUP-TFII inh: NR2F2 (human) inhibition, primary screen | P24468 | HEK293T NGFI-A luciferase reporter, luminescence | inhibition, % at 8.6 µM | actives 0.7% (n = 370,000);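 active = inhibition above a per-plate cutoff, mean inhibition of test wells between control levels plus 3 SD, cut at about 38% in these data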;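 note: cells cotransfected with COUP-TFII expression vector driving the NGFI-A reporter; 0% = median of COUP-TF2 test wells and 100% = reporter-only cells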
EBV LMP1 NFkB: Epstein-Barr LMP1 NF-kappaB reporter inhibition. LMP1-induced NF-kappaB luciferase reporter cells, luminescence. inhibition, % at 12.5 µM. actives 0.69% (n = 350,000). AID 504558; in the data active = inhibition above about 41%;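 note: 0% = neutral control wells and 100% = reference inhibitor control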
TROY signal inh: inhibitors of TROY-dependent NF-kB signaling | Q293 LMP1-TROYcd NF-kB luciferase reporter, 4 h | actives 0.98% (n = 360,000) | inhibition, % at 10 µM;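 active = compounds whose plate-normalised and pattern-corrected inhibition of the luciferase reporter signal at the single screening dose is 50% or more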
NCOA1 inh: human NCOA1 inhibition; HEK293 GAL4-SRC1 luciferase reporter, luminescence; Q15788; actives 0.12% (n = 360,000); inhibition, % at 3.6 µM;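 active = inhibition above the campaign mean plus 3 SD, with each screening campaign given its own cutoff, cut at about 60% in these data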;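 note: 0% = DMSO treated cells and 100% = gossypol at 36 µM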
TLR9-MyD88 block: inhibitors of human TLR9-MyD88 binding | inhibition, % at 4.98 µM | actives 0.21% (n = 340,000) | Q9NR96+Q99836 | CHO BLA complementation TLR9-MyD88, CCF4 FRET ratio;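 active = inhibition above the mean over all tested compounds plus 3 SD, cut at about 21% in these data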;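 note: 0% = DMSO only wells and 100% = clavulanate BLA inhibitor control wells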
Vif inh: HIV Vif inhibition | HEK293T cells, Vif self-association by quenched fluorescence, imaging, 24 h | actives 0.35% (n = 340,000) | inhibition, % at 7.49 µM; in the data active = inhibition above about 50%, passing the limit was not always enough; note: some results filed as inactive read as strong as hits
NR5A2 inv ag: inverse agonists of human LRH-1 (NR5A2); HEK293T StAR-luciferase reporter, LRH-1 transfected, 24 h; O00482; actives 0.13% (n = 360,000); inhibition, % at 3.6 µM; AID 602396;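 active = inhibition above the mean inhibition of all tested compounds plus 3 SD, cut at about 73% in these data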;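 note: 0% = DMSO wells and 100% = reporter-only cells lacking LRH-1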
Starred values were filed as active, the others as inactive; . = not tested or not shown.

SMILES | NCOA2 inhibitor | NOD2-RIPK2 inh | NCOA3 inh | C8 TRAIL sens | COUP-TFII inh | EBV LMP1 NFkB | TROY signal inh | NCOA1 inh | TLR9-MyD88 block | Vif inh | NR5A2 inv ag
CSc1sc(C(=O)N2CCc3ccccc32)cc1S(=O)(=O)C(C)C | 0.4 | -4.1 | 1.9 | -9.7 | -15.4 | -7.1 | 4.9 | -16.1 | -1.8 | 1.2 | 1.5
Cc1ccc(N/N=C/c2c(O)cc(C)oc2=O)cc1 | -0.6 | -2.5 | 21.7 | 5.0 | -8.0 | -23.2 | 5.6 | 13.9 | -7.9 | 4.0 | 5.2
Cc1ccc(C(=O)N/C(=C\c2cccnc2)c2nc3ccccc3[nH]2)cc1 | 13.0 | 2.8 | 5.7 | -17.3 | -10.6 | 2.0 | -3.8 | 8.2 | -8.5 | -2.4 | 20.3
CCN(CC)S(=O)(=O)c1ccc(N2CCOCC2)c(NC(=O)C2CCCO2)c1 (centres undefined) | 18.0 | -18.7 | -25.9 | -20.5 | -5.3 | 5.6 | 8.2 | -18.1 | -5.5 | 4.1 | 1.2
O=C(N/N=C/c1ccc(Cl)s1)c1ccccc1[N+](=O)[O-] | 8.4 | -4.0 | 27.8 | 11.9 | -5.5 | -8.5 | 3.5 | -7.8 | -4.3 | -5.3 | 15.9
O=C(NC1=NCCS1)C1CC2CCC1C2 (centres undefined) | -17.3 | -1.7 | -1.3 | -1.8 | -3.9 | 2.9 | 0.7 | -5.8 | -8.7 | 21.8 | -2.0
OC1c2cc(Cl)ccc2-c2c(Cl)cc(Cl)cc21 (centres undefined) | -0.4 | -2.4 | -5.8 | 4.2 | 6.4 | -7.7 | -22.4 | -11.7 | -8.9 | -1.9 | 9.5
Cc1noc(C)c1S(=O)(=O)N(C)C[C@H]1Oc2ccc(NC(=O)CCC(F)(F)F)cc2C(=O)N([C@H](C)CO)C[C@@H]1C | 15.1 | -5.5 | 6.7 | -16.0 | 2.7 | -0.6 | 6.0 | 11.8 | -0.2 | 6.7 | 5.0
Cc1c(NC(=O)c2csc3c2CCCC3)c(=O)n(-c2ccccc2)n1C | 6.8 | -5.1 | 1.5 | -3.8 | 4.7 | -0.1 | 4.8 | 11.5 | 5.8 | -3.9 | -5.6
COc1ccc(CNC(=O)COC(=O)c2cc(C)oc2C)cc1 | -24.1 | -4.9 | 12.6 | 0.4 | -2.6 | 0.1 | -3.2 | -8.0 | -1.5 | -3.3 | 1.2
C#Cc1ccc([C@@H]2C=C(C(=O)NC3CC3)O[C@H](OCC)[C@H]2CCCO)cc1 | 2.6 | -5.2 | 3.6 | -4.2 | -5.6 | -1.3 | -3.3 | -0.3 | -4.2 | -3.3 | -3.0
COc1cccc(C(=O)NCC(=O)NCc2cc(=O)n(C)c(=O)n2C)c1 | -18.4 | -1.8 | 3.2 | -11.5 | -13.2 | 0.8 | 5.2 | -23.7 | -8.0 | 16.8 | -20.1
CC(C)c1ccc(-n2nnnc2SCc2nc(N)nc(N)n2)cc1 | -20.9 | -11.4 | -15.4 | -7.7 | -0.3 | . | -9.6 | 2.4 | . | -15.9 | -5.1
Cc1ncc([N+](=O)[O-])n1CC(=O)NC1CCCCC1 | -5.7 | -14.7 | 5.4 | -7.5 | 18.6 | 6.7 | 2.9 | -2.5 | 2.1 | 6.5 | -3.7
O=S(=O)(Nc1ccc(-n2cnnn2)cc1)c1cccc(F)c1 | 13.9 | 6.9 | 1.8 | 3.0 | 0.8 | -9.4 | 9.0 | -2.7 | -14.4 | 7.6 | 12.1
Cc1c(N(C)C)c(=O)n(-c2ccccc2)n1C | 1.8 | 4.2 | 6.4 | -9.8 | 2.5 | -3.8 | -13.7 | -27.9 | -4.3 | -0.6 | -1.8
O=C(O)c1ccccc1C(=O)Nc1nc(-c2ccc3ccccc3c2)cs1 | -71.7 | -11.3 | -12.6 | 11.9 | -37.3 | 1.6 | -12.3 | -24.8 | -1.5 | -0.8 | -32.9
Cc1ccc(S(=O)(=O)N2CCOCC2)cc1NC(=O)COC(=O)CSc1ccc(Br)cc1C | -1.1 | -6.9 | -15.1 | -13.4 | 2.1 | -1.7 | -1.9 | -2.6 | 1.5 | -2.5 | 4.4
CC1CCCN(C(=O)CSCC(=O)Nc2nc(-c3cccs3)cs2)C1 (centres undefined) | -19.4 | 8.7 | -46.5 | -9.8 | -8.8 | 1.0 | 13.5 | -24.4 | -9.6 | -3.5 | -19.8
Cc1onc(-c2c(F)cccc2Cl)c1C(=O)NCCc1ccncc1 | -15.8 | 5.6 | 7.0 | -8.9 | 8.9 | 4.3 | 6.8 | -18.3 | -5.2 | 27.6 | 4.8

Entries of single compounds as entered above. Screens in order: NCOA2 inhibitor	NOD2-RIPK2 inh	NCOA3 inh	C8 TRAIL sens	COUP-TFII inh	EBV LMP1 NFkB	TROY signal inh	NCOA1 inh	TLR9-MyD88 block	Vif inh	NR5A2 inv ag
Cc1noc(C)c1S(=O)(=O)N(C)C[C@H]1Oc2ccc(NC(=O)CCC(F)(F)F)cc2C(=O)N([C@H](C)CO)C[C@@H]1C as listed: 15.1	-5.5	6.7	-16.0	2.7	-0.6	6.0	11.8	-0.2	6.7	5.0
O=C(NC1=NCCS1)C1CC2CCC1C2 (centres undefined) as listed: -17.3	-1.7	-1.3	-1.8	-3.9	2.9	0.7	-5.8	-8.7	21.8	-2.0
Cc1c(NC(=O)c2csc3c2CCCC3)c(=O)n(-c2ccccc2)n1C as listed: 6.8	-5.1	1.5	-3.8	4.7	-0.1	4.8	11.5	5.8	-3.9	-5.6
Cc1onc(-c2c(F)cccc2Cl)c1C(=O)NCCc1ccncc1 as listed: -15.8	5.6	7.0	-8.9	8.9	4.3	6.8	-18.3	-5.2	27.6	4.8

Later entries:
SMILES | NCOA2 inhibitor | NOD2-RIPK2 inh | NCOA3 inh | C8 TRAIL sens | COUP-TFII inh | EBV LMP1 NFkB | TROY signal inh | NCOA1 inh | TLR9-MyD88 block | Vif inh | NR5A2 inv ag
COc1ccc(S(=O)(=O)N2CC(O)CC2C(=O)Nc2cccnc2)cc1 (centres undefined) | -11.6 | -7.2 | 0.3 | 14.4 | 1.5 | 0.3 | 10.3 | -3.6 | 3.6 | -13.7 | -21.0
CCc1c(O)nc(SCC(=O)Nc2ccccc2)n(-c2ccccc2)c1=O | 10.9 | -16.8 | -12.3 | -2.0 | -3.1 | -34.3 | -33.1 | -34.0 | -7.2 | 1.3 | 0.3
Cc1cnc(C)c(N2CCC(C(=O)NC(C)c3cccs3)CC2)n1 (centres undefined) | 1.2 | -5.9 | 1.3 | -8.3 | 0.1 | -7.6 | 17.5 | -10.2 | 4.0 | . | 1.6
CCn1c2ccccc2c2cc(NC(=O)COC(=O)c3ccccc3F)ccc21 | -1.0 | -8.4 | 27.0 | -10.0 | -10.6 | -18.3 | -22.0 | 16.9 | -1.3 | -8.6 | -12.4
C=CCn1c(SCC(=O)OCC)nc2cc(C(=O)NCc3ccco3)ccc2c1=O | -2.0 | 1.0 | 10.4 | -0.5 | -8.8 | -3.0 | 3.1 | -35.2 | 1.1 | -3.2 | -7.0
CCCN(CCC)C(=O)c1c(NC(=O)CC)sc2c1CCCCC2 | 4.1 | -1.1 | -4.9 | -36.5 | -4.2 | -0.3 | 8.1 | -6.8 | 3.6 | 4.6 | 1.1
CC(C)(C)N(Cc1cc2ccccc2[nH]c1=O)C(=O)C1CCCCC1 | 9.4 | -16.0 | 17.8 | 17.3 | 0.2 | 5.1 | 3.8 | -7.2 | -2.1 | 1.6 | 3.0
CCOc1ccccc1NC(=O)c1cc(C(=O)c2cc(Br)ccc2O)coc1=N | 3.0 | 3.5 | 16.7 | 10.1 | 1.3 | 5.8 | 59.4* | 7.8 | 0.5 | 10.2 | -6.2
NC(=O)C1(c2ccccc2)CCC(=O)N1c1ccccc1 (centres undefined) | -10.3 | -16.9 | 19.4 | 11.5 | 20.2 | 3.5 | -19.8 | 6.3 | -4.7 | -3.7 | 2.8
COc1cccc(NC(=O)CN(C)C(=O)c2cc3c(s2)CCCC3)c1 | -26.6 | -7.6 | -15.1 | 14.5 | 2.3 | -8.6 | -41.2 | -24.3 | 9.6 | 2.3 | -18.7
CCc1cc(=O)oc2cc(C)cc(OCC(=O)NCC3CCC(C(=O)O)CC3)c12 (centres undefined) | -18.0 | -5.6 | -11.2 | -21.5 | 7.2 | 5.0 | -12.2 | -15.7 | 2.3 | -6.4 | -21.7
O=C(Nc1ccc(-c2nc3cc(NC(=O)c4cccs4)ccc3o2)cc1)c1cccs1 | -5.8 | -4.4 | 14.5 | 38.3 | 5.1 | -70.9 | -3.0 | 8.0 | 0.1 | 14.0 | -9.5
COc1ccc(Br)c(-c2nnc(CS(=O)(=O)c3ccccc3)o2)c1 | -28.0 | -13.3 | -65.7 | -1.6 | -23.6 | -24.7 | -30.6 | -60.3 | -8.7 | -5.5 | -21.0
COc1ccc(NC(=O)CCc2nc(-c3ccc(C)cc3)no2)cc1Cl | -1.7 | -10.9 | -6.1 | 2.4 | -21.6 | -8.8 | -4.7 | -15.2 | 6.0 | 14.0 | -33.5
CCOC(=O)C1CCN(C2=NC(=O)/C(=C/c3ccccc3OC)S2)CC1 | -12.5 | -2.1 | -12.1 | 7.8 | 3.4 | 2.4 | -12.5 | 3.5 | -6.3 | -3.4 | -1.9
COc1ccccc1-c1oc2ccccc2c1C#CC1(N)CCCCC1 | -2.1 | -3.3 | -16.0 | 14.4 | 3.8 | -11.6 | -7.0 | -16.0 | 7.5 | -8.6 | 10.6
N#CC12CCCCC1CC1CCCCC1(C#N)N2N (centres undefined) | 4.4 | 4.9 | 3.7 | 11.2 | 9.8 | 1.7 | -3.2 | 4.8 | -6.7 | 19.1 | -11.2
CC1(C(=O)NS(=O)(=O)c2ccccc2)CCN1C(=O)c1ccccc1CCc1ccccc1 (centres undefined) | 12.8 | -8.1 | -7.6 | -0.3 | -6.6 | . | -11.8 | -5.0 | . | 15.9 | 7.6
CCc1cc(=O)[nH]c(SCC(=O)N2CCC(Cc3ccccc3)CC2)n1 | -15.0 | -11.4 | -41.3 | -9.2 | -16.4 | 1.6 | -14.8 | -3.3 | 2.5 | 4.1 | -11.9
C=CCNC(=O)CSc1nnc(-c2ccccc2Cl)n1-c1c(C)n(C)n(-c2ccccc2)c1=O | . | -11.6 | 18.3 | 7.2 | . | -0.2 | 3.8 | 6.8 | 0.6 | 5.4 | 2.7
C/C(=N\NC(=O)c1nc2ccccn2c1C)c1ccc2c(c1)OCO2 | -22.2 | 3.1 | -7.8 | 4.5 | -2.3 | -1.2 | -21.1 | 4.6 | -1.2 | 17.8 | 11.1
COC(=O)c1sc(NC(=O)CN2CCN(c3cccc(Cl)c3)CC2)c(C(=O)OC)c1C | -16.0 | 1.3 | 9.7 | -7.5 | 2.1 | -9.3 | 21.1 | -43.3 | -1.1 | -2.5 | -17.7
CCN1CCCn2c1nc1c2c(=O)n(C)c(=O)n1C | -7.8 | 5.6 | 4.8 | -1.5 | 6.2 | -1.1 | 5.1 | -2.0 | 4.2 | -0.3 | -8.4
CCCCN1C(=O)C2NN=C(C(=O)OCC)C2C1=O (centres undefined) | -40.0 | 0.7 | -12.1 | 37.4 | 8.7 | -5.3 | 10.0 | 8.3 | -1.5 | 8.8 | 4.1

These rows are one share of the data; rates above refer to the full screens.
